Screens (PubChem)
FBW7 activator: activators of human E3 ligase FBW7; Q969H0; AlphaScreen FBW7–phospho-cyclin E peptide binding, activator screen; normalized activity (activation), % at 26.1 µM; 650,000 compounds, 0.13% hits; AID 1259310; in the data active = normalized activity above about 1.9%;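 note: purified mutant Fbw7 with reduced substrate affinity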
TEAD-YAP inh: TEAD-YAP interaction inhibition; HEK-TIYL cells, TEAD-Gal4/YAP UAS-luciferase luminescence; 640,000 compounds, 1.4% hits; inhibition, % at 9.12 µM; in the data active = inhibition above about 32%;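 note: 0% = median of test compound wells and 100% = reference inhibitor wells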
GPR151 ag: activators of human GPR151. Q8TDV0. PathHunter beta-arrestin GPR151 cells, luminescence. activation, % at 11.2 µM. 650,000 compounds, 1% hits. AID 1508602; in the data active = activation above about 4.9%;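 note: 0% = median of compound wells and 100% = cells with positive control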
Target sequence (Q8TDV0 whole entry, looked up): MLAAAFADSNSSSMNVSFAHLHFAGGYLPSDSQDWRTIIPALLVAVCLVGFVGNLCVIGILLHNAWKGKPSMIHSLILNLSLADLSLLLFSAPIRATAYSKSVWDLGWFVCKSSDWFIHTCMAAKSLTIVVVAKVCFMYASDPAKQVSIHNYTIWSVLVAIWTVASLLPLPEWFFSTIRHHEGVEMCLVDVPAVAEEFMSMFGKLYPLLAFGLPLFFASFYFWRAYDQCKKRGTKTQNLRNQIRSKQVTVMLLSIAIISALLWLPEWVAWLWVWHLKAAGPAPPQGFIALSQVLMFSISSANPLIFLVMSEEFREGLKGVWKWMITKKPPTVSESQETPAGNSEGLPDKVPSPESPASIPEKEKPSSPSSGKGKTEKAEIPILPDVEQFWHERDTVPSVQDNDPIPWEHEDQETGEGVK
MITF primary: inhibitors of human MITF; inhibition, % at 2.6 µM; 650,000 compounds, 0.91% hits; O75030; AlphaScreen MITF homodimerization, bead proximity signal; AID 1259374; in the data active = inhibition above about 50%;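 note: 0% = vehicle wells with protein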
Target sequence (O75030 whole entry, looked up): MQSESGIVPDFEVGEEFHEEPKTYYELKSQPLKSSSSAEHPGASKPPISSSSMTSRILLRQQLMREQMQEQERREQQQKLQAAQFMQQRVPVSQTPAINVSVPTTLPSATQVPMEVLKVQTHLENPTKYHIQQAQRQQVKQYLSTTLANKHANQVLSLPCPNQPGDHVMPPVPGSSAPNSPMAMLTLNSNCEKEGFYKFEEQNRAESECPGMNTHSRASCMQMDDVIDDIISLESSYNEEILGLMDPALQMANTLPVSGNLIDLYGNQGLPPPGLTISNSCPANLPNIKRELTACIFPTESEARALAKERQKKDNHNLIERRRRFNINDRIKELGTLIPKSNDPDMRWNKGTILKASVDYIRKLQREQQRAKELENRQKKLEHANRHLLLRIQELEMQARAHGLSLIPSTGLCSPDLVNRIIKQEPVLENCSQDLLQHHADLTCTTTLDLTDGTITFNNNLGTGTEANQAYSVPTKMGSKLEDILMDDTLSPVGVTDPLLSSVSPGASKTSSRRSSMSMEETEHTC
Starred values were filed as active, the others as inactive.

SMILES | FBW7 activator | TEAD-YAP inh | GPR151 ag | MITF primary
Fc1ccc(CNCc2cccnc2)cc1 | 0.3 | -11 | -0.2 | 17
O=[N+]([O-])c1ccc2[nH]cc(S(=O)(=O)Nc3ccc(F)cc3F)c2c1 | 0.3 | -7 | 0.4 | 8
COc1ccc(C[C@@H]2NC(=O)[C@H]3CN(C(=O)c4cccc(OC)c4)CCN3C2=O)cc1 | 0.0 | 2 | -1.5 | 3
CC(C)(C)c1ccc(OCC(=O)NCc2ccncc2)c(Br)c1 | -0.2 | 4 | -0.2 | 8
Cc1c(Cc2ccc3c(c2)OCO3)sc(NC(=O)c2cccs2)c1C(N)=O | 0.1 | 15 | 0.3 | 14
Cc1cc(C)nc(N(C#N)Cc2cccc(Cl)c2)n1 | 0.2 | -5 | 0.8 | -3
Cc1cccc(NC(=O)CCC2CCN(C(=O)Cc3ccsc3)CC2)c1 | 0.0 | -7 | 5.2* | 16
Cc1nn(C(C)C)c(C)c1CN1CCN(Cc2ccccc2)C(CCO)C1 (stereo unspecified) | -0.1 | 5 | 0.9 | -3
Cn1ncc(-c2ccnc(Nc3ccc(-n4cnc(N5CCOCC5)n4)cc3)c2)c1Nc1ccccc1 | 0.9 | 11 | -0.9 | 15
CSc1nnc2c(n1)OC(c1ccc(C(C)(C)C)cc1)Nc1ccccc1-2 (stereo unspecified) | 0.1 | 5 | -1.0 | 8
CCCNC(=O)Cc1cn(-c2ccc(Nc3ccccc3)nn2)c2ccccc12 | -0.1 | -6 | 0.0 | 1
COC(=O)c1c(C)oc2ccc(N(C(=O)c3ccc([N+](=O)[O-])cc3)S(=O)(=O)c3ccc(C)cc3)cc12 | -0.1 | 58* | 0.0 | 21
COc1ccccc1C(=O)Nc1ccc(-c2cn3cccc(C)c3n2)cc1 | 0.0 | -8 | 0.5 | 16
COc1cc(/C=C2/NC(=O)NC2=O)cc(Br)c1OCc1ccccc1 | 0.0 | 6 | -1.2 | 13
CC(=O)c1cccc(NC(=O)c2ccc(Oc3ccc(N4C(=O)c5ccc(C(=O)Nc6cccc(C(C)=O)c6)cc5C4=O)cc3)cc2)c1 | -0.1 | 7 | -0.4 | 1
CC(C)(C)n1cc(NC(=O)C2CC(c3c(O)ccc4ccccc34)=NO2)cn1 (stereo unspecified) | -0.2 | 0 | -1.6 | -9
CCN(CC(=O)Nc1ccc(C(=O)OC)cc1)C1CCCCC1 | 0.0 | 2 | 1.7 | 0
O=C(CCCCCn1c(=S)[nH]c2cc3c(cc2c1=O)OCO3)N1CCc2ccccc2C1 | 1.1 | 8 | -0.7 | 6
COCCNC(=O)Cn1nc(C)n2c(cc3cc(C)ccc32)c1=O | 0.2 | 0 | 0.3 | 25
O=C(c1nn2c(c1Br)NC(c1ccco1)CC2C(F)(F)F)N1CCN(Cc2ccccc2)CC1 (stereo unspecified) | 0.0 | 4 | 0.6 | -18
O=C(N/N=C/c1cc([N+](=O)[O-])ccc1Cl)c1cnccn1 | 1.4 | 18 | 0.3 | 7
OCCC1CN(C2CCN(c3ccc4c(c3)OCO4)CC2)CCN1C1CCCCC1 (stereo unspecified) | 0.0 | 3 | -0.3 | 1
O=C(CSc1nnc2ccccn12)NCCc1ccccc1 | 0.1 | -4 | -1.1 | -4
COc1ccc(CN(C)c2nc(CN3C[C@@H](C)O[C@@H](C)C3)nc3ccccc23)cc1OC | -0.1 | 9 | 0.9 | 30
COC(=O)c1c(-c2ccccc2)csc1NC(=O)CSc1nnc2cc(C)c3ccccc3n12 | 0.0 | -15 | -0.8 | -1

An excerpt from above, reduced to TEAD-YAP inh:
Molecule | TEAD-YAP inh
COc1cc(/C=C2/NC(=O)NC2=O)cc(Br)c1OCc1ccccc1 | 6
CC(=O)c1cccc(NC(=O)c2ccc(Oc3ccc(N4C(=O)c5ccc(C(=O)Nc6cccc(C(C)=O)c6)cc5C4=O)cc3)cc2)c1 | 7

Following part
SMILES | FBW7 activator | TEAD-YAP inh | GPR151 ag | MITF primary
CCN(CC)C(=O)CSc1nnc(CSc2ncccn2)n1C | -0.2 | 3 | 1.3 | -10
CCC(C(=O)Nc1ccccc1C(=O)NC(C)C)c1ccccc1 (stereo unspecified) | 0.0 | 7 | -0.5 | 12
Cc1ccc(-n2ncnc2-c2cccs2)cc1Cl | 0.3 | -10 | 0.3 | -6
O=C(NCc1cccc(CNC(=O)C(=O)Nc2ccccc2)c1)C(=O)Nc1ccccc1 | 0.0 | 13 | -0.7 | 15
O=C1N[C@@H](Cc2cnc[nH]2)C(=O)N2CCN(CCc3ccccc3)C[C@H]12 | -0.2 | -3 | 0.8 | 1
O=C(Nc1ccc(N2CCCCS2(=O)=O)cc1)c1ccccc1F | 0.9 | 17 | -6.6 | 25
COc1ccccc1NC(=O)c1c(NC(=O)c2cccc(Br)c2)sc2c1CCCCC2 | 0.1 | 14 | 0.8 | 4
CC(C)=NNC(=O)Cn1c(-c2ccccn2)nc2ccccc21 | -0.1 | -4 | -0.5 | 8
O=S(=O)(c1ccc(F)c(Cl)c1)N1CCC(Cn2cnc3ccccc32)CC1 | -0.1 | 7 | 0.4 | 14
Cc1ccc(-c2[nH]nc3c2C(c2cc(Br)ccc2F)C(C#N)=C(N)O3)cc1 (stereo unspecified) | 0.0 | 2 | 2.5 | 3
O=C(Nc1c2c(nn1-c1ccc([N+](=O)[O-])cc1)CSC2)c1cccc(Cl)c1 | -0.1 | -13 | 1.3 | -10
CC(C)NC(=O)Cc1csc(SCC(=O)c2ccccc2)n1 | 0.1 | -8 | 1.3 | 10
CCc1ccc2[nH]c3nc(N/N=C/c4cccc(OC)c4O)nnc3c2c1 | 0.1 | -10 | -0.1 | -5
S=C(Nc1ccccc1Cl)N(CCN1CCCCCC1)Cc1ccco1 | -0.2 | -3 | 3.1 | -1
CC(C)(C)NC(=O)CN(C(=O)c1csnn1)c1cccc(C(F)(F)F)c1 | 0.2 | 6 | -1.4 | 8
O=S1(=O)CCC(NS(=O)(=O)c2cccc3cccnc23)C1 (stereo unspecified) | -0.1 | -2 | -0.4 | 2
COc1cc(NC(=O)c2cccc(C)c2)ccc1NC(=O)c1cc2ccccc2o1 | -0.2 | 3 | -1.2 | -12
O=C(O)CSc1nnc(COc2ccc([N+](=O)[O-])cc2)n1-c1ccccc1 | -0.1 | -3 | -0.7 | -2
O=C(Nc1ccccn1)c1ccc(NC(=O)C2C3C=CC(C3)C2C(=O)O)cc1 (stereo unspecified) | -0.3 | -28 | -6.1 | 3
COc1ccc(-c2noc(CN(C(=O)COc3ccccc3)C(C)C)n2)cc1 | 0.1 | -19 | 2.4 | -11
CCOCCOC(=O)C1=C(C)NC(=O)NC1c1ccc(F)cc1 (stereo unspecified) | -0.5 | -3 | 2.3 | 7
CC(=O)Nc1ccc(C(=O)NCCCN(C)C)cc1 | 0.1 | 8 | -1.1 | -3
O=C(CN1C(=O)/C(=C/c2ccccc2)SC1=S)Nc1ccccc1O | 0.4 | 8 | -1.0 | 10
CC(=O)Nc1ccc(S(=O)(=O)Nc2ccc(C)cc2C)cc1 | 0.2 | -3 | -0.3 | 21
Cc1ccccc1N1C(=O)c2ccc(C(=O)Nc3cccc(C(=O)O)c3)cc2C1=O | -0.1 | 3 | -0.8 | -3

Seven compounds out of the list, sorted by SMILES length, smallest number first.
SMILES | FBW7 activator | TEAD-YAP inh | GPR151 ag | MITF primary
Cc1ccc(-n2ncnc2-c2cccs2)cc1Cl | 0.3 | -10 | 0.3 | -6
CC(C)NC(=O)Cc1csc(SCC(=O)c2ccccc2)n1 | 0.1 | -8 | 1.3 | 10
CC(C)=NNC(=O)Cn1c(-c2ccccn2)nc2ccccc21 | -0.1 | -4 | -0.5 | 8
O=S1(=O)CCC(NS(=O)(=O)c2cccc3cccnc23)C1 (stereo unspecified) | -0.1 | -2 | -0.4 | 2
COc1cc(NC(=O)c2cccc(C)c2)ccc1NC(=O)c1cc2ccccc2o1 | -0.2 | 3 | -1.2 | -12
COc1ccccc1NC(=O)c1c(NC(=O)c2cccc(Br)c2)sc2c1CCCCC2 | 0.1 | 14 | 0.8 | 4
O=C(NCc1cccc(CNC(=O)C(=O)Nc2ccccc2)c1)C(=O)Nc1ccccc1 | 0.0 | 13 | -0.7 | 15

The results go on:
SMILES | FBW7 activator | TEAD-YAP inh | GPR151 ag | MITF primary
COc1ccc(/C(N)=N/OC(=O)Cc2ccccc2[N+](=O)[O-])cc1 | -0.2 | -13 | 2.0 | 17
Cc1ccc(CN2CCN(Cc3cnn(C)c3)CC2CCO)cc1 (stereo unspecified) | 0.0 | -1 | -0.2 | 3
O=C(CSc1nnc(CCCN2C(=O)c3cccc4cccc(c34)C2=O)n1-c1ccccc1)NCc1ccccn1 | 0.0 | 13 | 1.0 | -1
CCNC(=O)[C@@H]1C[C@H](NCc2cccc3ccccc23)CN1Cc1cccc(OC)c1OC | -0.1 | 2 | 0.4 | 7
CC1(C)OC2OC(C(=O)Nc3ccccc3F)C3OC(C)(C)OC3C2O1 (stereo unspecified) | 0.0 | -5 | 0.4 | -6
O=C(Oc1ccc2c3c(c(=O)oc2c1)CCC3)c1ccco1 | -0.1 | -4 | 0.9 | 0
O=C(/C=C/c1ccccc1)Nc1cc(C(=O)NCc2ccco2)ccc1N1CC2CC(C1)c1cccc(=O)n1C2 (stereo unspecified) | 0.2 | 4 | -1.8 | 23
Brc1ccc2nc(-c3ccccc3)c(-c3ccccc3)nc2c1 | 0.1 | 2 | 0.0 | -3
CCOC(=O)c1c(NC(=O)COc2ccccc2C(C)C)sc(C(C)=O)c1C | -0.1 | -4 | -0.1 | -1
Cc1cccn2c(CNC(C)CCCC(C)(C)O)c(C(=O)N3CCOCC3)nc12 (stereo unspecified) | 0.4 | -3 | -0.8 | 9
Cc1cc2c(cc1C)NC(CC(=O)Nc1ccc(Cl)cc1Cl)C(=O)N2 (stereo unspecified) | -0.1 | 0 | -1.6 | 1
CC(=O)N1C(Nc2ccc(C)cc2)CCN1c1ccccc1 (stereo unspecified) | -0.1 | -6 | -0.5 | -1
CCOc1ccccc1Nc1sc(C(=O)c2cccc([N+](=O)[O-])c2)c(N)c1C#N | -0.2 | 9 | -1.9 | -1
Cc1ccc(/C(N)=N/OC(=O)c2ccco2)cc1 | 0.1 | 14 | -5.5 | 12
Cc1ccccc1NC(=O)Cn1c(C)c(C#N)c2ccccc21 | 0.2 | 11 | -0.3 | 0
Cc1ccc(OCCOC(=O)c2sc(=S)n(C)c2C)cc1 | 0.0 | 4 | -1.0 | -1
Nc1nnc(Cc2ccc(Cl)cc2)s1 | 0.1 | 1 | 1.0 | -6
CC1CCCCC1NC(=O)NCc1noc2ccccc12 (stereo unspecified) | 0.2 | -2 | -0.8 | -13
CCCCOc1ccc(OC(=O)c2ccc(-c3ccc(CCC)cn3)cc2)cc1 | -0.1 | 3 | 1.3 | 7
CCCc1nnc(SCC(=O)NCc2ccccc2)n1CC1CCCO1 (stereo unspecified) | -0.1 | -9 | 0.2 | 7
COc1ccccc1CNC(=O)C(=O)NCC(c1ccco1)S(=O)(=O)c1ccccc1 (stereo unspecified) | 0.1 | -4 | 2.0 | 0
Cn1cc(CN2CCCC(CNC(=O)CCc3ccccc3)C2)cn1 (stereo unspecified) | -0.1 | -5 | -1.1 | 3
Cc1nnc2c(N3CCN(c4ccc(F)cc4)CC3)nc3ccccc3n12 | -0.5 | -6 | -0.1 | 2
CC(C)C(=O)Nc1cccc(NC(=O)c2cccc(Br)c2)c1 | 0.3 | -6 | 0.1 | -8
CC(O)C12c3ccccc3C(c3ccccc31)C1C(=O)N(c3ccc(F)cc3)C(=O)C12 (stereo unspecified) | 0.2 | 1 | -0.8 | 26

Record cards, as listed above.
Shown for Cc1ccccc1NC(=O)Cn1c(C)c(C#N)c2ccccc21 → FBW7 activator: 0.2; TEAD-YAP inh: 11; GPR151 ag: -0.3; MITF primary: 0
Shown for COc1ccccc1CNC(=O)C(=O)NCC(c1ccco1)S(=O)(=O)c1ccccc1 (stereo unspecified) → FBW7 activator: 0.1; TEAD-YAP inh: -4; GPR151 ag: 2.0; MITF primary: 0

Continuation.
SMILES | FBW7 activator | TEAD-YAP inh | GPR151 ag | MITF primary
CCOC(=O)N1CCN(C(=O)c2sc3nc(C)cc(C)c3c2-n2cccc2)CC1 | -0.2 | -12 | 0.7 | 12
Cn1c2ccc(F)cc2c2nnc(SCC(=O)NC(C)(C)C)nc21 | 0.1 | 1 | -0.5 | 9
Cc1ccc(CN2CCC(N(C)C(C)c3nccs3)CCC2=O)cc1 (stereo unspecified) | -0.5 | -4 | 5.2* | -1
CCCNC(=O)C1CC(c2ccccc2OC)=NO1 (stereo unspecified) | 0.0 | -11 | 1.4 | -3
CCOC(=O)C1CCCN(Cc2c(C(=O)N(C)C)nc3ccc(Cl)cn23)C1 (stereo unspecified) | 0.7 | 2 | 0.1 | -1
CC(C)(C)C(=O)NC(=S)NNC(=O)c1ccccc1I | -0.1 | -4 | -0.6 | -10
CCOc1ccccc1C(=O)NCC(=O)OCC(=O)NC1CCCCC1C (stereo unspecified) | -0.2 | 13 | -1.0 | -8
CC(C)NC(=O)CSc1nnc2c(n1)[nH]c1ccc(Br)cc12 | 0.2 | 0 | 0.6 | 4
CCc1ccccc1N1C(=O)CC(Sc2ccccn2)C1=O (stereo unspecified) | 0.0 | 6 | 0.9 | -1
Nc1cc(N)nc(SCC(=O)Nc2cccc(S(=O)(=O)N3CCCCC3)c2)n1 | 0.1 | -7 | -2.6 | -8
O=C(Nc1cccc(Cl)c1)c1ccc2c(=O)n(-c3ccc(F)cc3)c(=S)[nH]c2c1 | 0.0 | -6 | 2.2 | 1
CN(C)CCNC(=O)c1ccc(-c2cnc3c(NCCc4cccnc4)nccn23)cc1 | 0.2 | 2 | -0.1 | 5
